# HSF-1 act – increases HSF-1 driven luciferase reporter signal. hit rate 1.7% among 300,000. NIH3T3-HGL HSF-1 luciferase reporter, MG132, 8 h; 100% = twice DMSO control signal. activation, % at 9 µM. AID 504408;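 active means mean replicate activation of at least 50% with a set share of replicates each reaching 50%; inconclusive means only one of those two conditions met; inactive means mean below 50% and too few replicates reaching it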;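 further: 0% = median of the neutral control wells and 100% = twice that signal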
# KLF5 inh – inhibitors of KLF5 expression; DLD-1 KLF5 promoter-luciferase reporter, luminescence; inhibition, % at 5 µM; hit rate 0.23% among 290,000; AID 1700;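 active means inhibition above a per-plate limit of that plate's mean compound inhibition plus 3 SD, cut at about 60% in these data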;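 further: 0% = DMSO wells and 100% = LY294002 at 200 µM; higher means less KLF5 promoter-driven luciferase light; inactives centre near -14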
# IEC-6 cytotox – IEC-6 cytotoxicity, counter-screen for KLF5 inhibitors; hit rate 0.78% among 290,000; luminescence viability; inhibition, % at 5 µM; in the data active means inhibition above about 22%;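 further: 0% = plate median of test compound wells and 100% = cytotoxic reference compound wells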
# Dyrk1A ADPGlo – inhibitors of rat Dyrk1A kinase; ADP-Glo luminescence, NFATc1 peptide; inhibition, % at 12.5 µM; hit rate 0.43% among 310,000; Q63470; in the data active means inhibition above about 50%;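 further: plate controls were vehicle with enzyme for no effect and no enzyme for full effect; many of its hits are not listed in these tables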
# GSK3 alpha inh – inhibitors of human GSK-3 alpha kinase; P49840; ADP-Glo luminescence, 60 min; inhibition, % at 10 µM; hit rate 0.1% among 320,000; AID 2650;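 in the data active means inhibition above about 50%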;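 further: GST-tagged GSK-3 alpha with peptide substrate and 25 µM ATP; 0% = DMSO neutral wells and 100% = GW8510 positive control wells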
# Target sequence (P49840 whole entry, looked up): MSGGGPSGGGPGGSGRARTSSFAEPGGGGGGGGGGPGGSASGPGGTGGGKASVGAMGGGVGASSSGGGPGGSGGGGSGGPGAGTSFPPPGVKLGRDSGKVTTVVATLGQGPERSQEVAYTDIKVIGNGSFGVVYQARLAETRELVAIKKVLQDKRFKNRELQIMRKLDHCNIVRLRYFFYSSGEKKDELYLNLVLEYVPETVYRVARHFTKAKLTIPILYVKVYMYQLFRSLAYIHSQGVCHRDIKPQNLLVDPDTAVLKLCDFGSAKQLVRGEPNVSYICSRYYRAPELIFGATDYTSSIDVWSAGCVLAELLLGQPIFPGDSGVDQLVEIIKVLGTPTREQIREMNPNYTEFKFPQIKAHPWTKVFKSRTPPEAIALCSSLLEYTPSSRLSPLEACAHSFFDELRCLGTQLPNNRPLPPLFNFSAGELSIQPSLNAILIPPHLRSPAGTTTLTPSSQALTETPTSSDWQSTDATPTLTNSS
# HSF1 inh – HSF1 inhibition. NIH3T3-HGL HSE-luciferase, MG132-induced, luminescence 8 h; stronger effect = lower value. activity change, negative = inhibition, % at 7.5 µM (by protocol). hit rate 0.77% among 300,000. AID 2098;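 active means more than half of replicate wells show activity change below -50%, luminescence cut by over half; inconclusive means some wells, but at most half, below -50%; inactive means no replicate well below -50%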;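 further: luciferase reports HSF-1 transcriptional activity via heat shock element; 0% = median of DMSO wells and -100% = zero luminescence signal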
# aSyn UTR inh – 5' untranslated region of α-synuclein, MLPCN primary screen | alpha-synuclein 5'UTR reporter, inhibitor activity | hit rate 0.82% among 300,000 | AID 1813 | inhibition, % (tested at 7.5 µM); in the data active means inhibition above about 60%; inconclusive means no clear call, values can overlap the other calls;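 further: H4 neuroglioblastoma cells stably carrying SNCA 5'UTR luciferase fusion; 0% = DMSO wells and 100% = positive control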
# GSK3B inh – human GSK3beta kinase inhibition; activity score (negative = inhibition), % at 10 µM; hit rate 0.038% among 300,000; GST-GSK3beta kinase, ADP-Glo luminescence, 60 min; stronger effect = lower value; P49841;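 active means more than half of replicate wells score below -50%, meaning over 50% inhibition versus plate controls; inconclusive means some replicates but at most half score below -50%; inactive means no replicate scores below -50%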;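 further: 0% = median DMSO wells and -100% = median GW8510 positive control wells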
# Target sequence (P49841 whole entry, looked up): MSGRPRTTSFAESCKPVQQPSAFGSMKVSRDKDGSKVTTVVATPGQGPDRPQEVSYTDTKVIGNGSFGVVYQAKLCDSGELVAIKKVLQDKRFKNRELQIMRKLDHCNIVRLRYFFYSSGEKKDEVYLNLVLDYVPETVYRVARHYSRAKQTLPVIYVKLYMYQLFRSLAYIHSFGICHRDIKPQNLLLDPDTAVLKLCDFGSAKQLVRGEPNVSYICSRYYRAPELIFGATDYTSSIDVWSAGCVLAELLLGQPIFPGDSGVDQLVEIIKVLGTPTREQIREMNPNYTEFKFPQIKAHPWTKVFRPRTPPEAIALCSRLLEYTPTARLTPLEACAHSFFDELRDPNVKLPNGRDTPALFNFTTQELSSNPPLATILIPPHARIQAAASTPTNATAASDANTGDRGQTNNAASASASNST
#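 Test system: GST-fused GSK3beta enzyme, cell-free | Quantity: 1.6 ng GST-GSK3beta enzyme per well | Reagent: 25 µM ATP with peptide substrate | Schedule: 60 min enzyme reaction, room temperature | Signal: Luminescent ADP-Glo measurement of ADP formed | Read-out basis: Score relative to plate controls | Control set: DMSO and 20 µM GW8510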
# HSP90 refold inh – inhibitors of HSP90 luciferase refolding in rabbit reticulocyte lysate | AID 1789 | inhibition, % at 5.6 µM | hit rate 0.91% among 290,000 | luciferase refolding luminescence, 3 h;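 active means inhibition above the screen-wide mean plus 3 SD, computed separately per campaign, cut at about 16% in these data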;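 further: 0% = DMSO wells and 100% = 60 µM geldanamycin wells; inhibitors lower the luminescence because luciferase stays unfolded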
# Platelet DG rel – modulates dense granule release in human platelets; hit rate 0.22% among 300,000; human platelet-rich plasma, SFLLRN dense granule ATP release, luminescence; inhibition, %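 (compounds screened at 7.5 µM in platelet-rich plasma)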; AID 1663;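 active means mean replicate score, as percent of positive control, at or above 50; inconclusive means mean below 50 but at least one replicate at or above 50; inactive means mean and every replicate below 50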
# Numbers without * were called inactive; ? = inconclusive; · = no result given. This is a subset; the hit share may differ from the screen's.
SMILES,HSF-1 act,KLF5 inh,IEC-6 cytotox,Dyrk1A ADPGlo,GSK3 alpha inh,HSF1 inh,aSyn UTR inh,GSK3B inh,HSP90 refold inh,Platelet DG rel
Cc1cccc(C(=O)N/C(=C/c2ccco2)C(=O)N2CCCCCC2)c1,2.1,11.1,-4.7,-1.4,-1.3,0.9,17.6,-0.1,-2.0,6.7
O=C(CSc1nnc(-c2ccncc2)n1C1CCCCC1)Nc1ccccc1,2.1,-11.9,0.4,-4.7,-2.9,-0.6,25.0,-0.1,-3.8,-2.1
Cc1ccccc1/C=N/Nc1nc2ccccc2[nH]1,228.8*,-14.6,6.9,8.3,0.5,176.9,-114.8,4.4,4.9,-1.1
CSCC[C@H](NC(=O)c1cccnc1)c1nnc2ccccn12,-16.4,-5.6,0.0,-4.4,-7.3,-3.0,17.4,-1.0,-4.0,-4.4
CSC1=NCCN1C(=O)Cc1cccc2ccccc12,17.4,-5.0,0.8,0.3,·,0.8,-7.0,-0.4,0.7,0.9
COc1ccc(NC(=O)c2c(C)nn(Cc3ccccc3)c2C)cc1S(=O)(=O)N(C)C,3.6,-3.1,-5.9,8.0,-0.2,1.5,11.2,0.3,-1.8,-11.3
CC(C)CC[n+]1ccn(-c2nc3ccccc3nc2[N-]S(=O)(=O)c2ccccc2)c1,-3.2,-9.1,13.8,-1.9,-0.9,-3.4,14.1,-3.3,4.4,5.9
CCCN1C(=O)/C(=C/c2ccccc2OCc2ccc(C(=O)O)cc2)NC1=S,6.8,-0.8,-6.1,-0.8,-5.5,11.3,2.2,-1.1,-1.2,1.9
O=C(c1cnn(-c2nc3ccccc3s2)c1)c1ccccc1O,8.0,0.3,2.8,-1.5,-2.6,-14.0,-117.3,-0.7,-0.7,1.8
Cc1ccc(NC(=O)CCC(=O)N/N=C/c2ccco2)c(C)c1,-7.7,-4.5,2.0,-7.8,-0.7,-1.7,7.5,0.6,1.7,17.4
CC1=C(C(=O)N2CCCC(N3CCN(c4ccccc4C)CC3)C2)OCCO1 (stereo not drawn),0.4,-14.6,9.5,-3.7,-0.8,-2.7,0.1,1.8,0.9,7.8
O=c1nc(SCc2cccc(C(F)(F)F)c2)nc2ccccn12,4.1,-44.8,3.3,-4.3,-1.8,-4.4,10.6,0.3,-1.2,-13.1
COCCCNc1nc2c(c(=O)[nH]c(=O)n2C)n1CC(O)COc1ccccc1C (stereo not drawn),-4.6,-17.4,-8.8,7.5,-3.8,-1.0,20.4,1.2,0.1,0.8
CC(C)CC1Nc2ccc(C(=O)NCc3ccc4c(c3)OCO4)cc2NC1=O (stereo not drawn),-2.4,3.6,-3.9,6.0,-0.7,-6.1,32.8,2.3,0.6,6.6
CCC(=O)N/N=C/c1ccc(-c2ccc(Cl)cc2)o1,13.3,-25.4,-3.8,·,1.2,18.3,-24.7,1.3,-1.6,-1.7
COc1cc(N/C(N)=N/c2nc(C)cc(C)n2)cc(OC)c1,5.8,6.9,9.8,1.9,-1.0,-4.3,-21.0,·,0.8,1.1
O=C(NCCc1ccc(Cl)cc1)C1CCN(C(=O)c2ccc(F)cc2)CC1,22.7,0.2,-2.2,1.7,-1.5,-5.9,6.4,·,2.5,12.4
COC(=O)c1sc2nc(CN3CCOCC3)nc(N3CCOCC3)c2c1C,4.2,13.8,0.9,0.6,1.7,-2.6,17.6,-0.1,5.1,1.7
COC(=O)C1=C(C)N(Cc2ccccc2)C(=S)N[C@H]1c1ccccc1,22.9,-13.8,-2.2,-3.9,1.8,2.7,4.4,-1.4,-0.6,-4.2
COCCNc1oc(-c2ccc(C)cc2)nc1C#N,45.1,-87.4,2.5,2.8,-1.8,19.1,-107.5,2.1,3.5,-0.3
COc1cc(/C=N/NC(=S)Nc2cccc(S(=O)(=O)N(C)C)c2)ccc1O,5.7,-14.7,3.2,-0.4,·,2.5,-3.8,1.7,-1.1,-42.3
COc1ccc(C(=O)COC(=O)c2ccc(N(C)C)cc2)cc1,16.3,-9.6,0.4,10.1,2.4,17.9,-64.0,-0.4,0.3,-1.6
Cc1ccccc1NC(=O)C1C2CCCC1C2c1ccccc1 (stereo not drawn),-0.9,-13.4,-0.8,5.2,0.0,1.1,16.2,-0.8,-0.8,-4.5
CCCC(C(=O)NC1CCCC1)N(CC1CCCO1)C(=O)CNS(=O)(=O)c1ccc(F)cc1 (stereo not drawn),4.6,-10.9,-0.3,-0.6,-1.4,12.4,0.7,-1.4,-0.9,6.7
O=C(CN1C(=O)C2CC=CCC2C1=O)Nc1cc(C(F)(F)F)ccc1N1CCCC1 (stereo not drawn),-0.3,·,·,-9.5,-1.1,0.6,1.2,11.9,·,-2.5
O=C(COc1ccc(Cl)cc1Cl)N/N=C/c1ccc(OC2OC(CO)C(O)C(O)C2O)cc1 (stereo not drawn),-6.8,-22.9,-3.6,-9.1,2.7,-2.6,-9.0,2.6,-1.0,9.3
CC1Cc2cc(/C(O)=C3/C(=O)C(=O)N(CCCN(C)C)C3c3ccncc3)ccc2O1 (stereo not drawn),2.7,-27.1,-7.6,-3.2,·,-1.0,-11.9,1.9,-1.4,4.5
CCOC(=O)N1CCC(NC(=O)CCC(=O)N2CCOc3ccc(Cl)cc32)CC1,-5.9,-13.1,-9.5,0.9,-2.4,0.3,23.5,-3.0,-1.1,-1.7
Cc1nc2c(-c3ccccc3)c(C)nn2c(C)c1CCC(=O)NC(C)CCc1ccco1 (stereo not drawn),11.4,-8.6,3.1,-2.0,-3.9,1.4,20.7,-1.8,-1.1,-18.3
Cc1nc2cc(OCc3cc(C(=O)NC(C)c4cnn(C)c4)no3)ccc2s1 (stereo not drawn),11.8,-13.4,2.1,3.2,1.8,12.1,-4.4,5.6,-3.9,-0.6
Cc1ccc(Cn2c(CN3CC(C)OC(C)C3)nc3c2c(=O)[nH]c(=O)n3C)cc1 (stereo not drawn),-7.5,1.8,-2.7,-5.2,2.1,-3.3,38.1,0.5,4.5,-4.6
CCc1ccc(-n2c(=S)sc3c(=O)n(-c4ccccc4C)c(SCC(=O)O)nc32)cc1,-7.3,-28.2,0.8,1.0,-7.9,-4.9,8.6,4.7,-7.3,-7.2
COc1ccc(CC(C)CC(=O)Nc2ccc(OC)cc2)cc1 (stereo not drawn),-4.5,-22.6,-2.5,4.7,-0.9,3.0,3.0,1.5,-1.6,8.8
N#CC1(NC(=O)COC(=O)/C=C/c2ccc3ccccc3n2)CCCCC1,-5.4,-0.1,-6.4,-3.4,-2.3,0.0,-24.3,-0.2,0.4,-6.6
O=c1c2c(-c3ccccc3)csc2nc2c3ccccc3c(NCCN3CCOCC3)nn12,43.9,-17.0,-5.8,·,·,14.6,-31.4,-1.1,5.9,3.8
Cc1cc(CN(C)C)c(O)c(C2(C)CCCCC2)c1,-0.3,-11.3,1.1,7.0,-0.6,-7.4,13.1,0.3,-1.9,16.8
CCc1nnc(NS(=O)(=O)c2ccc(NC(=S)NC(=O)c3cccnc3)cc2)s1,-15.9,0.4,5.4,-6.4,-2.3,-8.2,11.4,0.8,-3.5,1.9
Cn1cc(CC(=O)NCc2ccc(F)cc2)c2ccccc21,3.9,-5.2,-0.4,0.7,-1.6,-1.2,13.2,1.4,0.9,1.7
CCc1nc(Nc2ccc(OC)c(OC)c2)c2nnn(Cc3ccccc3Cl)c2n1,17.7,-43.1,2.5,-2.9,-0.4,10.6,16.6,-1.2,2.0,-25.5
CC(C)C(C(=O)Nc1ccccc1F)N1C(=O)c2ccccc2C1=O (stereo not drawn),-12.1,·,·,-2.0,-0.8,2.0,9.7,-5.1,·,-4.1
O=C(NC1CCCC1)C1CCN(C(=O)c2ccccc2Cl)CC1,2.3,-14.9,2.8,3.0,-2.5,-0.4,-10.0,-1.9,2.6,-10.2
CCCc1ccc(OCc2ccc(C(=O)N/N=C/c3cccnc3)o2)cc1,13.1,-220.7,2.0,11.4,·,17.5,-143.1,0.1,36.3*,-2.7
O=C(CSc1nnc(NC2CCCCC2)s1)NC1CCS(=O)(=O)C1 (stereo not drawn),-27.6,-30.6,2.0,5.5,-1.7,-9.7,19.2,-3.1,3.0,3.8
CCOC(=O)CC(=O)Nc1ccc(C(=O)OCC)cc1,16.7,-16.2,1.4,-4.3,-3.3,2.4,-28.4,1.5,-0.4,5.9
CCCn1nnnc1NC(=O)c1ccc(C)cc1Cl,0.5,-0.4,-3.2,2.9,-0.8,-8.7,-5.6,-2.5,-6.4,0.7
CC[C@@](C)(NS(=O)(=O)OCC(Cl)(Cl)Cl)c1ccccc1,-4.7,12.3,0.4,56.8*,-0.1,-3.4,7.4,0.0,-1.5,1.2
CCN=C1S/C(=C\c2ccc(OCC)c(OC)c2)C(=O)N1CC,6.1,1.4,3.1,·,-1.3,-1.3,34.9,5.1,1.8,2.7
COCCCN=Cc1c(-c2ccccc2)[nH]n(-c2nc3ccccc3s2)c1=O,-12.2,-7.7,-1.1,0.3,-2.0,1.0,17.2,1.1,4.4,1.8
NC(=S)NNC(=O)COc1ccccc1O,-15.3,-11.8,-0.7,-0.3,-2.0,-4.1,-4.4,1.3,2.9,-5.2
CCc1nc(N2CCN(C(=O)c3ccco3)CC2)c2oc3ccccc3c2n1,10.4,-18.6,4.9,6.1,-2.3,15.7,11.4,1.7,1.5,?
COc1cccc(C2CC(c3ccccc3Cl)n3nc(N)nc3N2)c1 (stereo not drawn),-0.3,-2.5,-1.8,-3.2,9.3,-5.4,15.5,0.3,-2.7,4.5
COCC(=O)N(CCc1ccc(OC)c(OC)c1)Cc1cc2cc(C)ccc2nc1Cl,9.9,-34.1,3.4,0.6,3.3,-2.5,-17.2,7.5,2.5,-4.4
CC(NS(=O)(=O)OCC(Cl)(Cl)Cl)c1ccc(C(C)(C)C)cc1 (stereo not drawn),-13.9,10.5,5.7,9.9,3.9,-15.7,-2.0,-4.7,-7.7,2.1
CC(C)C(=O)Nc1ccc(Oc2ccc3c(c2)C(=O)NC3=O)cc1,-8.9,-13.7,-0.5,-4.8,-1.8,5.7,2.5,·,9.6,1.0
COc1ccc(CNC(=O)C(C)OC(=O)c2cccs2)cc1 (stereo not drawn),-3.0,-27.8,-6.5,-3.7,0.6,0.2,-6.5,0.4,-8.6,3.5
CCc1ccc(N2CC(C(=O)NCc3ccco3)CC2=O)cc1 (stereo not drawn),1.8,-25.5,-4.3,-1.7,-1.3,0.6,-13.3,-0.6,-3.0,2.6
COc1ccc(CCNC(=O)CCc2ccc(S(=O)(=O)NC(C)C)cc2)cc1OC,6.5,-22.2,-5.2,1.9,-3.9,-2.6,0.1,-0.3,0.0,2.4
